Bioassay records as filed in PubChem BioAssay.
HCV inh: inhibitors of hepatitis C virus infection | Huh7.5.1 HCVcc-Cre infection, luciferase reporter, 44 h | AID 651820 | actives 3.4% (n = 340,000) | Potency, µM (top dose mostly 41.8 µM), without a hit: at the highest dose activity change, negative = inhibition, most hits filed as inhibitors; also: potency is read from the fitted curve at half-maximal effect
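Infectious HCV cell culture screen: compound-treated cells (1,000/well, pre-plated 4 h) are infected with HCVcc-Cre at roughly 0.5 moi and grown 44 h. Infection is quantified by luciferase signal after 15 min substrate incubation at room temperature.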
HCMV antiviral: blocks human cytomegalovirus replication; HFF cells, HCMV-luciferase reporter, 72 h; active compounds read low; activity change, negative = inhibition, % at 57.5 µM; actives 4.5% (n = 410,000); AID 1259415; in the data active = activity change below about -60%; inconclusive = no clear call, values can overlap the other calls; inactive = above about -39%
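Cell-based, HFFs, 1000 cells/well, 16 h 37C; cpds in DMSO + HCMV-luc, MOI 1 PFU/cell; 72 h 37C; OneGlo luminescence after 5 min RT; norm. to buffer vs Salinomycin 10uM.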
AmpC detergent: blocks E. coli AmpC beta-lactamase in detergent assay; P00811; actives 0.041% (n = 370,000); AmpC hydrolysis of nitrocefin, absorbance 480 nm, 0.01% Triton; Potency, µM (doses to about 114 µM), for inactives: at the highest dose activity change, negative = inhibition, most hits filed as inhibitors;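 also: potency is read from the fitted curve at half-maximal effect; 0% = no-compound wells and -100% = no-enzyme wells; nearly all actives have a fitted effect of over 25% in size; some results filed as inactive show a strong effect at the top dose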
Target sequence (P00811 whole entry, looked up): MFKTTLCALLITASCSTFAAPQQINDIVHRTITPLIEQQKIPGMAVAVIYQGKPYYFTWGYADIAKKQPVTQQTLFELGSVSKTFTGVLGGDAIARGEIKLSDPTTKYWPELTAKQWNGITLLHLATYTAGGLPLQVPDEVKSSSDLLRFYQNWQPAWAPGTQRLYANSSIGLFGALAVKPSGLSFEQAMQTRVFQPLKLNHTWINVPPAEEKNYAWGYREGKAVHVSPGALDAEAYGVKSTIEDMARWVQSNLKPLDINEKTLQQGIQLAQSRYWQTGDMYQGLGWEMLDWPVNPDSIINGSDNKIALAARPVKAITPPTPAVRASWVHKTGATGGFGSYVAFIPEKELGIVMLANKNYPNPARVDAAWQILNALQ
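AmpC (5.3 nM in the dispensed reagent) in 20 mM phosphate pH 7.0 with 0.01% (detergent screen) or 0.0001% Triton X-100 was preincubated with compounds for 15 min at room temperature. Nitrocefin was then added from an 800 uM solution, and hydrolysis was followed at 480 nm.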
AmpC inh no detg: AmpC beta-lactamase inhibition without detergent; P00811; AmpC nitrocefin hydrolysis, absorbance 480 nm, 0.0001% Triton; Potency, µM (doses to about 57.1 µM), inactives show at the top dose activity change, negative = inhibition, most hits filed as inhibitors; actives 0.52% (n = 330,000); AID 485341;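 also: potency is read from the fitted curve at half-maximal effect; plate controls were no compound for no effect and no enzyme for full effect; nearly all actives have a fitted effect of over 20% in size; some results filed as inactive show a strong effect at the top dose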
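AmpC (5.3 nM in the dispensed reagent) in 20 mM phosphate pH 7.0 with 0.01% (detergent screen) or 0.0001% Triton X-100 was preincubated with compounds for 15 min at room temperature. Nitrocefin was then added from an 800 uM solution, and hydrolysis was followed at 480 nm.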
Sm TGR inh: inhibitors of Schistosoma mansoni thioredoxin glutathione reductase; purified TGR, DTNB reduction, TNB absorbance 405 nm; Potency, µM (doses to about 114 µM), for the others: top-dose activity change, negative = inhibition, actives largely listed as inhibitors; Q962Y6; actives 3% (n = 360,000); also: potency is read from the fitted curve at half-maximal effect; nearly all actives have a fitted effect of over 60% in size
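Kinetic colorimetric format: TGR-catalysed, NADPH-driven DTNB reduction monitored via TNB absorbance. Enzyme dispensed at 20 nM; compound exposure 15 min at room temperature before reaction start.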
Giardia FBPA inh: inhibitors of Giardia lamblia fructose-1,6-bisphosphate aldolase. actives 0.71% (n = 290,000). purified Giardia FBPA. Potency, µM (titrated, usually from 59.6 µM), without a hit: top-dose activity, negative = inhibition, most hits filed as inhibitors. A8B2U2; also: potency is read from the fitted curve at half-maximal effect; nearly all actives have a fitted effect of over 55% in size
Target sequence (A8B2U2 whole entry, looked up): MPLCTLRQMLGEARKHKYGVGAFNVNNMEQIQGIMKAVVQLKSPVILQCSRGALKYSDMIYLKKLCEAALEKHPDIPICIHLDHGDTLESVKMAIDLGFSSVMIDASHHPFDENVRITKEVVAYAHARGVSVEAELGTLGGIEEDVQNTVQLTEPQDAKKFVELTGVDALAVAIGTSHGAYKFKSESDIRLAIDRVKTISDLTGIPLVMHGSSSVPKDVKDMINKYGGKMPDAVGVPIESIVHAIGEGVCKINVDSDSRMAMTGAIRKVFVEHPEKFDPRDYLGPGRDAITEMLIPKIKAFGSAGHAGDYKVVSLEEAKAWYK
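Giardia FBPA (40 nM reagent) was preincubated 10 min at RT with compound (up to 57.5 uM final), then substrate plus GAPDH/TPI/NAD/arsenate coupling system with diaphorase/resazurin was added; resorufin fluorescence (525/598 nm) was read after 20 min.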
An asterisk follows results filed as active; & = joins results of further samples; [ ] = dose if it differs, or a comment. Unless noted, calls follow the shape of the dose curve; as a rule, active = well fitted curve in the direction sought with a large enough effect; inconclusive = small, poorly fitted or top-dose-only effect, or another doubt; inactive = no such curve, though single readings can be large; an effect the other way counts as inactive or inconclusive. Unless noted, % is scaled to controls: 0 for no effect and ±100 for the full control effect.

For CCCN(C(=O)Cn1nc(C)c([N+](=O)[O-])c1C)c1c(N)n(Cc2ccccc2)c(=O)[nH]c1=O the results were HCV inh 11%, HCMV antiviral 0, AmpC detergent inconclusive, AmpC inh no detg -23% and Sm TGR inh -2%.
Screening CCc1nnc(NC(=O)CSc2nnnn2C)s1 returned HCV inh 1%, HCMV antiviral 23, AmpC detergent 0%, AmpC inh no detg -12%, Sm TGR inh 1% and Giardia FBPA inh inconclusive.
For COc1ccc2oc(C(=O)OCC(=O)N(C)C3CCCCC3)c(C)c2c1 the results were HCV inh inconclusive, HCMV antiviral -12, AmpC detergent 0%, AmpC inh no detg 31% and Sm TGR inh 0%.
For CCCc1cc(=O)[nH]c(SCC(=O)Nc2ccc(S(=O)(=O)N3CCCC3)cc2)n1 the results were HCV inh -10%, HCMV antiviral 14 and AmpC inh no detg -27%.
Screening Cc1ccc(C)c(NC(=O)CN(C)S(=O)(=O)c2cccc3nsnc23)c1 returned HCMV antiviral -15, AmpC detergent 5% and Sm TGR inh 1%.
`COc1ccc(Br)cc1-c1noc(-c2ccccc2)n1` gave HCV inh -16%, HCMV antiviral 86, AmpC detergent -3%, AmpC inh no detg -13%, Sm TGR inh 2% and Giardia FBPA inh 0%.
`CC(C)(C)NC(=O)C(c1ccco1)N(C(=O)Cn1nnc(-c2ccc(F)cc2)n1)c1cccc(F)c1` (configuration not stated) gave HCV inh inconclusive, HCMV antiviral 13, AmpC detergent -1%, AmpC inh no detg -26%, Sm TGR inh -2% and Giardia FBPA inh -7%.
For CCOC(=O)c1c(C)c(C(=O)NCCN2CCOCC2)c(C)n1CC the results were HCV inh 10%, HCMV antiviral -19, AmpC detergent 7%, AmpC inh no detg -4%, Sm TGR inh 12% and Giardia FBPA inh 1%.
Screening CCN(CC)C(=O)c1sc2c(c1C)c(=O)n(CCc1ccccc1)c(=O)n2Cc1cc(C)ccc1C returned HCMV antiviral 11, AmpC detergent 8% and Sm TGR inh 0%.
O=C(/C=C/c1ccco1)Nc1ccc(-c2nc3ccccc3[nH]2)cc1 was read as HCV inh 2.8µM*, HCMV antiviral inconclusive, AmpC detergent -6%, AmpC inh no detg 35µM*, Sm TGR inh -18% and Giardia FBPA inh 6%.
Screening CC(=O)Nc1ccc2c(c1)N(S(=O)(=O)c1cccs1)CCC2 returned HCV inh -8%, HCMV antiviral 10, AmpC detergent -10%, AmpC inh no detg -11% and Sm TGR inh 2%.
Screening CC(C(=O)Nc1ncc([N+](=O)[O-])s1)N1C(=O)c2ccccc2S1(=O)=O (configuration not stated) returned HCV inh -4%, HCMV antiviral 14, AmpC detergent inconclusive, AmpC inh no detg inconclusive and Sm TGR inh -3%.
For CCn1c(=O)c(C(=O)Nc2ccccc2)c(O)c2ccccc21 the results were HCV inh 11%, HCMV antiviral 24, AmpC detergent inconclusive, AmpC inh no detg -1%, Sm TGR inh -22% and Giardia FBPA inh -12%.
Screening CCC(CC)C(=O)Nc1ccc(OCc2cc(=O)n3ccsc3n2)cc1 returned HCMV antiviral 11, AmpC detergent -1% and Sm TGR inh -7%.
For Cc1cccc(NC(=O)CSc2nnnn2C2CCCC2)c1 the results were HCV inh -4%, HCMV antiviral 10, AmpC detergent -2%, AmpC inh no detg 13%, Sm TGR inh -3% and Giardia FBPA inh -4%.
O=C(CC(=O)NC1CCCCC1)N/N=C/c1ccc(Cl)cc1 was read as HCV inh 0%, HCMV antiviral -7, AmpC detergent -13%, AmpC inh no detg -21%, Sm TGR inh -26% and Giardia FBPA inh -1%.
For Cc1c(CCOC(=O)CC23CC4CC(CC(C)(C4)C2)C3)sc[n+]1Cc1ccc([N+](=O)[O-])cc1 the results were HCV inh -6%&-12%, HCMV antiviral -20, AmpC detergent 2%, AmpC inh no detg 189%[activator], Sm TGR inh 0% and Giardia FBPA inh -5%.
CC1CCC(NC(=O)c2cccc(S(=O)(=O)N3CCN(C)CC3)c2)CC1 (configuration not stated) was read as HCV inh -8%, HCMV antiviral 14, AmpC detergent -10%, AmpC inh no detg 2% and Sm TGR inh 3%.
For O=C(CCSc1ccccc1)N1CCN(C(=O)c2ccco2)CC1 the results were HCV inh 11%, HCMV antiviral 66, AmpC detergent 10%, AmpC inh no detg 7%, Sm TGR inh 6% and Giardia FBPA inh 3%.
Screening Cc1ccnc(NC(=O)CN2C(=O)c3ccccc3S2(=O)=O)c1 returned HCV inh 18%, HCMV antiviral -5, AmpC detergent inconclusive, AmpC inh no detg -16% and Sm TGR inh -4%.
Cc1ccc(S(=O)(=O)N2CCN(C(=O)CN3C(=O)NC(C)(c4ccc(Cl)cc4)C3=O)CC2)c(C)c1 (configuration not stated) was read as HCV inh inconclusive, HCMV antiviral -14 and AmpC inh no detg 45%.
Screening CCOc1ccc(NC(=O)CCS(=O)(=O)c2ccc(Br)s2)cc1 returned HCMV antiviral -7, AmpC detergent -3% and Sm TGR inh -1%.
For COc1ccccc1CNC(=O)c1cc2c(=O)oc3ccc(C)cc3c2s1 the results were HCMV antiviral 5, AmpC detergent inconclusive and Sm TGR inh -5%.
For CN1CCN(/N=C/c2ccc(-c3ccc([N+](=O)[O-])cc3)o2)CC1 the results were HCV inh -14%, HCMV antiviral 15, AmpC detergent 3%, AmpC inh no detg -3%, Sm TGR inh -11% and Giardia FBPA inh -1%.
O=C(COC(=O)c1ccc([N+](=O)[O-])s1)Nc1ccc(Cl)cn1 was read as HCV inh 4%, HCMV antiviral 16, AmpC detergent -1%, AmpC inh no detg -42%, Sm TGR inh -23% and Giardia FBPA inh -15%.
Screening CCCCCOc1ccc(C(=O)OCC(=O)Nc2cc(C)on2)cc1 returned HCV inh 13%, HCMV antiviral -5, AmpC detergent -14%, AmpC inh no detg -8% and Sm TGR inh -2%.
For Cc1ccc(NC(=O)CN2CCc3ccccc3C2)cc1S(=O)(=O)N1CCOCC1 the results were HCV inh inconclusive, HCMV antiviral -18, AmpC detergent inconclusive, AmpC inh no detg 73%[activator], Sm TGR inh -2% and Giardia FBPA inh -4%.
`O=C(c1cc2ncc(Br)cn2n1)N1CCOCC1` gave HCV inh -4%, HCMV antiviral 39, AmpC detergent inconclusive, AmpC inh no detg 6%, Sm TGR inh 6% and Giardia FBPA inh -6%.
CN(C1CCCCC1)S(=O)(=O)c1ccc2c(c1)c(=O)c(C(=O)N1CCc3ccccc3C1)cn2C was read as HCV inh 3%, HCMV antiviral -15, AmpC detergent -12%, AmpC inh no detg -12%, Sm TGR inh 6% and Giardia FBPA inh 4%.
`COc1ccc(N2C(=O)CC3(CCCC3)CC2=O)cc1` gave HCV inh 40%[activator], HCMV antiviral -19, AmpC detergent -4%, AmpC inh no detg -14%, Sm TGR inh -9% and Giardia FBPA inh 4%.
`COCc1nc(-c2ccc(-c3ccccc3)nc2OC)no1` gave HCV inh 14µM*, HCMV antiviral 42, AmpC detergent inconclusive, AmpC inh no detg 110%[activator], Sm TGR inh -14% and Giardia FBPA inh 4%.
Screening COCCCn1c(C)cc(C(=O)CN2c3cccc4cccc(c34)S2(=O)=O)c1C returned HCV inh inconclusive, HCMV antiviral 15, AmpC detergent 0%, AmpC inh no detg 25% and Sm TGR inh 22µM*.
COc1ccc(-c2cc(C(F)F)n3ncc(C(=O)Nc4ccc(C(=O)N5CCOCC5)cc4)c3n2)cc1 was read as HCV inh -13%, HCMV antiviral -68*, AmpC detergent inconclusive, AmpC inh no detg -13% and Giardia FBPA inh 2%.
For C/C(=N\NC(=O)CSCc1ccc([N+](=O)[O-])cc1)c1ccccc1 the results were HCV inh inconclusive, HCMV antiviral -8, AmpC detergent -1%, AmpC inh no detg -21%, Sm TGR inh 5% and Giardia FBPA inh -5%.
Screening CCc1nnc(NC(=O)CN2CCN(c3ccccc3F)CC2)s1 returned HCV inh 3%, HCMV antiviral 17, AmpC detergent 2%, AmpC inh no detg -11%, Sm TGR inh 5% and Giardia FBPA inh -9%.
For Cc1cc(C)c2c(n1)sc1c(=O)n(-c3ccccc3C(F)(F)F)nnc12 the results were HCMV antiviral -4, AmpC detergent inconclusive and Sm TGR inh -5%.
For CN(c1ccccc1C(=O)O)S(=O)(=O)c1ccc2[nH]c(=O)[nH]c2c1 the results were HCV inh 8%, HCMV antiviral 9, AmpC detergent -7%, AmpC inh no detg -5%, Sm TGR inh -10% and Giardia FBPA inh 3%.
For CCOC(=O)c1nc(C)n(-c2cc(OC)c(Cl)cc2Cl)n1 the results were HCV inh 4%, HCMV antiviral 0, AmpC detergent 0%, AmpC inh no detg 24%, Sm TGR inh -2% and Giardia FBPA inh 3%.
Screening CCC(=O)c1ccc(OCC(=O)OCC(=O)c2cc(C)n(C3CC3)c2C)cc1 returned HCV inh 23%, HCMV antiviral -12, AmpC detergent -1%, AmpC inh no detg -16% and Sm TGR inh 9%.
Screening O=C(NC1CCCCCC1)C1C2C=CC3(CN(Cc4cccnc4)C(=O)C13)O2 (configuration not stated) returned HCV inh 5%, HCMV antiviral -8, AmpC detergent -1%, AmpC inh no detg -11%, Sm TGR inh 5% and Giardia FBPA inh 0%.
`Cc1ccccc1Nc1ncnc2c1cnn2C` gave HCV inh -7%, HCMV antiviral -22&0, AmpC detergent 2%&8%, AmpC inh no detg -7%, Sm TGR inh -35%&11% and Giardia FBPA inh -5%.
`CN(C)/C=C1/N=C(c2ccccc2)OC1=O` gave HCV inh -10%, HCMV antiviral 1, AmpC detergent 2%, AmpC inh no detg -6%, Sm TGR inh -10% and Giardia FBPA inh 4%.
For CCOc1ccc(N/C=C/C(=O)c2ccc(OC)cc2)c([N+](=O)[O-])c1 the results were HCV inh -10%, HCMV antiviral 24, AmpC detergent 4%, AmpC inh no detg -5%, Sm TGR inh 8% and Giardia FBPA inh 0%.
`COc1ccc(NC(=O)CSc2nnc(Cc3cccn3C)n2CCc2ccccc2)c(OC)c1` gave HCMV antiviral 0, AmpC detergent 3%, AmpC inh no detg 162%[activator], Sm TGR inh -3% and Giardia FBPA inh 1%.
`Cc1nn(CC(=O)NCc2ccccc2Cl)c(=O)c2cccn12` gave HCMV antiviral 16, AmpC detergent 35%[activator] and Sm TGR inh 7%.
For CC(C)(C)OC(=O)N1CCC(c2c(C(=O)N3CCN(Cc4ccccc4)CC3)cnn2-c2ccc(Cl)cc2)CC1 the results were HCMV antiviral -25, AmpC detergent 3% and Sm TGR inh -13%.
`O=c1cc(C(F)(F)F)[nH]c2ccc(OC(F)(F)F)cc12` gave HCV inh inconclusive, HCMV antiviral -95*, AmpC detergent 2%, AmpC inh no detg -18%, Sm TGR inh 6% and Giardia FBPA inh inconclusive.

2 entries drawn at random from those above:
`Cc1ccccc1Nc1ncnc2c1cnn2C` gave HCV inh -7%, HCMV antiviral -22&0, AmpC detergent 2%&8%, AmpC inh no detg -7%, Sm TGR inh -35%&11% and Giardia FBPA inh -5%.
For O=C(CCSc1ccccc1)N1CCN(C(=O)c2ccco2)CC1 the results were HCV inh 11%, HCMV antiviral 66, AmpC detergent 10%, AmpC inh no detg 7%, Sm TGR inh 6% and Giardia FBPA inh 3%.
